From PubChem BioAssay
PAFAH2 FP inh = inhibitors of human PAFAH2; Q99487; 0.99% of 340,000 active; recombinant PAFAH2, FP-rhodamine activity probe, fluorescence polarization; AID 492956; inhibition, % at 3.39 µM;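 active = inhibition above the mean over all tested compounds plus 3 SD, cut at about 30% in these data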;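 note: inhibitors block probe labeling of enzyme so polarization drops; 0% = enzyme with DMSO and 100% = wells lacking PAFAH2 protein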
LYPLA1 counter = counter-screen for PME1 inhibitors: inhibitors of human LYPLA1; O75608; recombinant LYPLA1, FP-Rh probe fluorescence polarization; inhibition, % at 5.9 µM; 0.16% of 320,000 active; AID 2174;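 active = inhibition above the mean of all tested compounds plus 3 SD, set per campaign, cut at about 14% in these data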;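 note: inhibitors block serine hydrolase probe labeling of LYPLA1 so polarization falls; 0% = enzyme with DMSO and 100% = wells lacking LYPLA1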
Target sequence (O75608 whole entry, looked up): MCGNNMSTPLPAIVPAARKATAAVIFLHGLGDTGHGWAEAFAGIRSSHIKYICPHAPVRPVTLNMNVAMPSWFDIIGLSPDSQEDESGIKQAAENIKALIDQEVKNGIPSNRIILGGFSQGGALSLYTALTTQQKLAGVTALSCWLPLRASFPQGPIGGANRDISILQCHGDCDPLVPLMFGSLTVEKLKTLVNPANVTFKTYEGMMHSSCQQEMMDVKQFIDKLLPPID
PME-1 inh = PME-1 (human) inhibition. recombinant PME-1, FP-Rh probe fluorescence polarization. 0.53% of 320,000 active. inhibition, % at 5.9 µM. Q9Y570. AID 2130;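 active = inhibition above the campaign mean of all compounds plus 3 SD, cut at about 26% in these data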;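 note: competitive labeling of PME-1 active site by serine hydrolase directed probe; 0% = PME-1 with DMSO and 100% = wells lacking PME-1 enzyme; inhibitors block probe labeling so polarization falls and inhibition rises; many of its hits are not listed in these tables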
pPAFAH FP inh = inhibitors of human plasma PAF acetylhydrolase (pPAFAH) | AID 463082 | inhibition, % at 3.39 µM | recombinant pPAFAH, FP-rhodamine probe fluorescence polarization | Q13093 | 1.5% of 330,000 active;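 active = inhibition above the mean inhibition across the screen plus 3 SD, cut at about 25% in these data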;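 note: inhibitors block binding of the rhodamine activity-based probe so polarization drops; 0% = enzyme with DMSO and 100% = wells lacking pPAFAH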
PAFAH1B3 FP inh = PAFAH1B3 (human) inhibition; inhibition, % at 3.39 µM; recombinant PAFAH1B3, FP-rhodamine probe, fluorescence polarization; 0.28% of 340,000 active; Q15102;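 active = inhibition above the screen-wide average of all tested compounds plus 3 SD, cut at about 25% in these data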;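 note: 0% = enzyme with DMSO only and 100% = wells lacking PAFAH1B3 protein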
Target sequence (Q15102 whole entry, looked up): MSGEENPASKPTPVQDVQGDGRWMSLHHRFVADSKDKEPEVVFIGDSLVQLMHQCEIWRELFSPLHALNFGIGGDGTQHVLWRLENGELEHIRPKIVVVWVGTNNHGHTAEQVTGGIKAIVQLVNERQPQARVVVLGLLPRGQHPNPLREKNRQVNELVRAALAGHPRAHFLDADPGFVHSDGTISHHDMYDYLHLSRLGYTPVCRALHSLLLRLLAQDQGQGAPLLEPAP
LYPLA2 counter = counter-screen for PME1 inhibitors: inhibitors of human LYPLA2; O95372; recombinant LYPLA2, FP-Rh probe fluorescence polarization; inhibition, % at 5.9 µM; 0.38% of 320,000 active; AID 2177;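 active = inhibition above the screen-wide mean plus 3 SD, limit set per campaign, cut at about 26% in these data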;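 note: 0% = LYPLA2 with DMSO and 100% = wells lacking LYPLA2 enzyme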
PAD4 FP inh = blocks human protein arginine deiminase 4; Q9UM07; AID 485272; recombinant PAD4, RCA probe fluorescence polarization; inhibition, % at 6.36 µM; 0.41% of 330,000 active;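 active = percent inhibition above a cutoff equal to the mean of all tested compounds plus 3 SD, cut at about 15% in these data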;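 note: 0% = PAD4 with RCA probe and DMSO and 100% = probe without PAD4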
GSTO1 counter = GSTO1 inhibition, counter-screen for RBBP9 inhibitors; P78417; recombinant GSTO1, activity-based probe fluorescence polarization; inhibition, % at 5.96 µM; 1.1% of 300,000 active; AID 1974;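 active = inhibition above the campaign mean inhibition plus 3 SD, cut at about 35% in these data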;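 note: 0% = GSTO1-1 with DMSO and 100% = wells lacking GSTO1-1 enzyme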
Target sequence (P78417 whole entry, looked up): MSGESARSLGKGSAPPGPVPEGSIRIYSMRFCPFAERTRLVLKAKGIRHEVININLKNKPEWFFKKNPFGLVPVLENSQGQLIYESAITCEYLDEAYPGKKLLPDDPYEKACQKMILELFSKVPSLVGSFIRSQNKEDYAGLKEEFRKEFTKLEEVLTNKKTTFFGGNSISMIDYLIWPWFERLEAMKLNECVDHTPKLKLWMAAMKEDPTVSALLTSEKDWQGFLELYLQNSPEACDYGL
PAFAH1B2 FP inh = blocks human PAF acetylhydrolase 1b catalytic subunit 2; inhibition, % at 3.39 µM; AID 492953; 1.2% of 340,000 active; recombinant PAFAH1B2, FP-rhodamine activity probe, fluorescence polarization;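 active = inhibition above the mean of all tested compounds plus 3 SD, cut at about 24% in these data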;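 note: 0% = enzyme with DMSO and 100% = wells lacking PAFAH1B2; many of its hits are not listed in these tables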
Target sequence (P68402 whole entry, looked up): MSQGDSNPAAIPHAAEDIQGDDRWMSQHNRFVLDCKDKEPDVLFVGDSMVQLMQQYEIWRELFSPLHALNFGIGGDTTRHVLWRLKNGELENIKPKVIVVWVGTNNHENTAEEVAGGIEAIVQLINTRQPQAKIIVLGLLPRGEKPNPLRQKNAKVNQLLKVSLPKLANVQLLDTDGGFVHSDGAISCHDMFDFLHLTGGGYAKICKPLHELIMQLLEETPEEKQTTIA
Numbers without * were called inactive; x = no result given.

compound	PAFAH2 FP inh	LYPLA1 counter	PME-1 inh	pPAFAH FP inh	PAFAH1B3 FP inh	LYPLA2 counter	PAD4 FP inh	GSTO1 counter	PAFAH1B2 FP inh
O=C(C(Sc1ccccc1)c1ccccc1)N1CCN(c2ccccc2F)CC1 (stereo not given)	8	-1	-1	4	13	5	1	6	3
COc1ccccc1NC(=O)c1ccc(S(=O)(=O)N2CCC(C)CC2)cc1	-5	-3	5	-1	16	-3	3	-3	10
COc1cc(OC)cc(C(=O)NNC(=O)c2ccccc2Br)c1	-1	-1	9	3	6	2	2	7	2
CCOC(=O)c1sc(N)c(C#N)c1CSc1nnc(C2CCCCC2)n1N	6	5	4	6	7	12	-9	21	1
Cc1nc2ccccc2n1CC(=O)NCCN1CCOCC1	-8	-1	3	-5	13	3	-1	9	-1
O=C(CSc1nnc(COc2ccccc2Cl)o1)NC(=O)NC1CCCC1	-4	1	4	3	7	7	-3	34	4
C/C(=C\C(=O)Nc1nccs1)c1ccccc1	-2	2	-4	2	-11	-1	-1	2	1
Cc1onc(-c2ccccc2)c1C(=O)OCC(=O)Nc1cccc(Cl)c1	4	-11	-13	1	2	12	2	x	-4
O=C1NC(=O)/C(=C/c2ccc(N3CCOCC3)o2)N1	-5	3	-1	5	4	3	-2	3	3
CCOc1ccc(NC(=S)/C(=C(\[O-])c2ccc(C)c([N+](=O)[O-])c2)[n+]2ccccc2)cc1	-3	0	0	7	4	7	2	4	-1
COC(=O)c1ccc(COC(=O)CCc2nc(-c3ccccc3)c(-c3ccccc3)o2)cc1	-11	-2	-4	6	-1	-1	0	6	1
COc1ccc(CN2C(=NC(=O)C3CC3)SC3CS(=O)(=O)CC32)cc1OC (stereo not given)	-13	0	-6	-1	6	9	-2	-4	7
COC(=O)c1ccc(COc2cc([N+](=O)[O-])cc3cccnc23)cc1	x	2	-2	-2	x	5	-3	0	x
N#Cc1c(-c2ccccc2)cc(-c2ccccc2)nc1Br	-18	1	-2	3	7	4	1	2	-7
CCCCNCc1cc(Br)c(OCC(=O)NCc2ccccc2)c(OC)c1	-2	-2	4	0	9	-4	-2	-10	3
Cc1cccc(NC(=O)CSc2nnc(-c3cc(C)[nH]n3)n2N)c1	4	-2	-3	3	14	-4	-2	-1	8
O=C(Nc1ccn(Cc2ccccc2F)n1)c1ccc(COc2cc(Cl)ccc2Cl)o1	-6	-18	-24	-6	-13	-34	-5	-8	-2
Cc1cc(C)c(C#N)c(OCc2ccc(Cl)nc2)n1	3	-1	-3	4	-5	-4	-4	-2	7
Cc1nc2ccccc2n1C(=O)c1cc(-c2ccc(Br)cc2)nc2ccccc12	-5	-6	-5	3	-2	-7	-5	3	1
O=C(NC1CC1)C1CC(=O)N(c2cccc(Cl)c2)C1 (stereo not given)	1	3	-7	4	3	-1	5	4	-2
Cc1ccc(C(=O)Nc2sc(Cc3ccc4c(c3)OCO4)c(C)c2C(N)=O)cc1	-2	0	-3	7	5	-2	2	7	5
Cc1cc(NC(=O)C2C3C(=O)N(Cc4ccc(Cl)cc4)C(C(=O)NC4CCCCC4)C34C=CC2(C)O4)no1 (stereo not given)	6	3	6	2	3	-2	-2	-8	10
CCCc1cc(=O)[nH]c(SCCOC(=O)c2ccccc2)n1	1	-2	0	4	-1	-2	-4	0	2
Cc1c(Cc2ccccc2)sc(NC(=O)Cc2ccccc2)c1C(N)=O	7	0	-5	17	3	4	-3	-4	4
COC(=O)CCCC1=CC2=CC(=O)C(C)(OC(=O)CCc3ccccc3)C(=O)C2=CO1 (stereo not given)	4	4	4	25	-6	-9	6	14	-6
CCCCc1cc(=O)oc2cc(O)cc(O)c12	1	-4	-8	1	-5	4	-2	23	7
Cc1ccc(N2CCN(S(=O)(=O)c3c(C)noc3C)CC2C)cc1 (stereo not given)	-1	-2	-1	5	5	0	0	-5	-2
C=CCc1cccc2cc(C(=O)NC(C)(C)C)c(=O)oc12	1	-2	1	-3	-4	-3	2	-3	7
Cc1cccc(CC2CC(=O)N(c3ccc(C)cc3Br)C2=O)c1 (stereo not given)	-1	-4	-3	-2	2	-3	1	1	2
COc1cc2c(-c3ccc(O)cc3)nc3c(c(C)nn3-c3ccccc3)c2cc1OC	-18	-7	-9	3	-2	-6	-5	3	0
CCc1nnc(NS(=O)(=O)c2ccc(NCc3cc(Br)ccc3O)cc2)s1	10	-1	-11	-18	6	8	-6	4	0
O=C1/C(=C/c2ccco2)CCc2ccccc21	4	-1	4	11	6	7	-4	2	-1
O=C(O)c1cc2nc3c(c(C(F)(F)F)n2n1)CCCC3	3	4	-4	1	6	1	-1	6	6
O=C(O)CCCc1ccc2c(c1)CCc1ccccc1-2	-4	0	2	2	12	2	-4	20	-1
O=C(CCNC(=O)c1ccc([N+](=O)[O-])cc1)NCCCN1CCCC1=O	-2	1	5	9	15	2	1	1	1
CCOC(=O)N1CCN(CC(O)COC(CC)c2ccccc2)CC1 (stereo not given)	7	-1	-7	1	5	-8	-7	-1	9
Cc1c(Nc2scc(-c3ccccc3)[n+]2-c2ccccc2)c(=O)n(-c2ccccc2)n1C	1	-1	-9	16	5	-1	-3	2	2
COc1cccc(CNC(=O)CN2C(=O)COc3ccc(S(=O)(=O)N4CCCC4)cc32)c1	-7	-2	7	5	7	1	2	6	2
Cc1cccc(N2CCN(CC(=O)NCc3ccc(Cl)cc3)CC2)c1C	-1	1	6	0	-1	-4	-1	6	5
Cc1ccc(NC(=O)C2CC(=O)N(Cc3ccccc3)C2)nc1 (stereo not given)	0	0	2	2	0	5	1	-1	0
CCN(CC)CCN1C(=O)c2ccccc2NC1c1ccc(C)cc1 (stereo not given)	1	0	4	1	8	1	1	0	5
CC(C)[C@H](NC(=O)OCc1ccccc1)C(=O)OCC(=O)N1CCN(c2ccc(F)cc2)CC1	4	-5	-3	6	0	3	-1	x	0
Cc1oc2cc3oc(=O)c(CC(=O)O)c(C)c3cc2c1-c1ccccc1	-13	0	-5	6	5	-3	1	0	0
COc1ccc(CC(NC(C)=O)C(=O)NC2CCN(S(=O)(=O)c3ccc(NC(C)=O)cc3)CC2)cc1OC (stereo not given)	x	1	-4	4	x	-6	-3	0	x
COC(=O)c1c(NC(=S)Nc2ccc(C(=O)N3CCOCC3)cc2)sc2c1CCC2	3	-1	-7	5	5	7	-2	-7	0
O=C(CN1C(=O)CCSc2ccc(S(=O)(=O)N3CCOCC3)cc21)Nc1cccc(F)c1	5	0	0	7	-2	3	1	-10	-2
Cc1cccc2cc(C#N)c(SCc3nnc(-c4ccccc4[N+](=O)[O-])o3)nc12	-2	0	13	-1	12	2	1	-2	2
CCOC(=O)N1CCC(Nc2c(N3CCN(c4cccc(C(F)(F)F)c4)CC3)c(=O)c2=O)CC1	2	2	7	16	8	0	-1	-3	1
Cc1ccc(C(=O)CC2(O)C(=O)N(C)c3ccc(Br)cc32)c(C)c1 (stereo not given)	10	0	2	2	7	2	2	7	8
CC1CCN(c2ccc3nnc(CCC(=O)N4CCCCC4)n3n2)CC1	2	4	0	3	13	10	-2	15	-1

Next section
compound	PAFAH2 FP inh	LYPLA1 counter	PME-1 inh	pPAFAH FP inh	PAFAH1B3 FP inh	LYPLA2 counter	PAD4 FP inh	GSTO1 counter	PAFAH1B2 FP inh
COc1ccc(-c2cc(C(F)F)n3ncc(C(=O)N4CCN(C(=O)c5ccco5)CC4)c3n2)cc1	0	-1	4	1	-4	3	-1	3	5
S=c1sc2c(N3CCN(Cc4ccccc4)CC3)ncnc2n1-c1ccccc1	2	0	-2	-3	4	-1	-11	-1	6
CCn1c(O)c(/C=N/N=C/c2ccc(OC)cc2)c2cc(C3=NNC(=O)CC3)ccc21	-3	5	20	1	-1	3	2	3	0
O=C(NCCc1csc(-c2cccnc2)n1)c1cccc2ccccc12	-2	0	12	1	4	4	-1	4	0
COC(=O)C1=C(C)N(Cc2ccccc2)C(=NCCN2CCOCC2)N[C@H]1CCc1ccccc1	-2	x	x	2	9	x	2	x	5
COc1ccc(CCNC(=O)CN(Cc2ccc(Cl)cc2)S(C)(=O)=O)cc1OC	-3	3	-1	0	9	8	0	4	5
O=C(N/N=C/c1ccc2ncccc2c1)c1ccco1	1	1	4	4	4	4	11	-5	1
Cc1ccc(NC(=O)CCNC(=O)c2ccc(Cl)cc2)nc1	5	-4	-3	-3	-3	-9	3	4	1
Cc1ccc(-c2nc(NC(=O)CSc3nnc4scc(-c5ccccc5)n34)ns2)cc1	3	0	1	5	0	-3	2	2	3
CC1(C)CC(=O)c2sc(NS(=O)(=O)c3ccc([N+](=O)[O-])cc3)nc2C1	7	0	-1	5	0	5	-2	-11	19
CC(=O)NNc1ncnc2c1cnn2-c1ccc(C)c(Cl)c1	0	2	2	-7	3	3	-3	4	-1
O=C(/C=C/c1ccc(Cl)cc1Cl)Nc1ccncc1	-4	-20	-8	-3	9	-6	1	-14	-2
Cc1nn(C)c(Oc2ccccc2)c1CCNS(=O)(=O)c1ccccc1	16	1	3	14	4	-2	-3	-2	7
O=C1CSC(c2ccccc2[N+](=O)[O-])N1CCc1ccccc1 (stereo not given)	2	0	5	3	10	5	-3	4	4
COc1cc(C(N)=O)ccc1OCc1ccccc1	-12	2	2	3	-3	-2	1	-4	7
COc1cc(NC(=O)c2cccnc2Sc2ccc(Cl)cc2)cc(OC)c1OC	-2	0	2	1	-6	4	-3	-1	3
Oc1ccc(CCNc2c3ccccc3nc3ccccc23)cc1O	14	7	-25	18	40*	8	1	48*	15
CCC(=O)Nc1nonc1-c1nc2ccccc2n1N(C(=O)CC)C(=O)CC	-6	0	3	0	10	2	5	-5	6
Cc1ccc(N(CC(=O)NCc2ccc(F)cc2)C(=O)CCC(=O)Nc2ccccn2)cc1C	5	-2	2	6	2	4	-3	-8	2
CC1CC(C)(C)CC2(C1)NC(=O)N(CC(=O)Nc1ccc(N3CCCCC3)cc1)C2=O (stereo not given)	2	-1	0	6	-8	-5	1	0	3
COc1ccc(C(=O)N/N=C(\C)Cn2cnc([N+](=O)[O-])n2)cc1	2	3	0	0	11	1	1	15	-2
CCOc1ccccc1N(CC(=O)Nc1ccc2c(c1)OCO2)S(C)(=O)=O	-1	1	4	5	5	4	-2	1	0
CCCN(CCC)CCNC(=O)c1cc2c(C)nc3ccccc3c2o1	-1	-1	1	-7	8	0	1	0	1
S=C(c1cn(CCOc2cccc3ccccc23)c2ccccc12)N1CCCC1	-6	-5	-4	4	-2	-1	-2	0	-4
c1csc(-c2nc(N3CCCCC3)no2)c1	4	0	6	1	8	2	-1	7	5
COc1ccc(Cl)cc1S(=O)(=O)N1CCCC(C(=O)NCCc2ccccc2)C1 (stereo not given)	-4	-4	0	8	2	0	4	-1	4
COc1ccc(CCNC(=O)c2ccc(Cl)cc2Cl)cc1	-4	-1	9	1	7	-2	-4	-5	9
Cc1cc(C(=O)CSc2ccc(F)cc2)cc(C)c1OC(=S)N(C)C	10	-1	-8	10	5	4	-3	-10	6
COc1ccc(CNC(=O)COC(=O)/C=C/c2cccc(Cl)c2)cc1	5	x	x	5	9	x	2	x	5

An excerpt. The share of hits here may be higher or lower than overall.
